Compound activity: PubChem, The Scripps Research Institute Molecular Screening Center
LEDGF integ inh: blocks HIV-1 LEDGF/p75-dependent DNA integration; TR-FRET IN-LEDGF/p75 DNA integration, Eu/Cy5; inhibition, % at 3.7 µM; 370,000 tested, 0.64% active; AID 743269;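 active means inhibition above the screen-wide mean plus 3 SD, cut at about 13% in these data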;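 further: signal is the Cy5 over europium emission ratio at 671 and 618 nm; 0% = plate median of compound wells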
UHRF1 binding: UHRF1 methyl-DNA binding inhibition; Q96T88; UHRF1 binding to methylated oligo, TR-FRET; inhibition, % at 4.4 µM; 370,000 tested, 0.75% active; AID 687016; in the data active means inhibition above about 21%;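 further: UHRF1 SRA domain binding a hemimethylated CpG hairpin DNA probe; 0% = median of test compound wells and 100% = reference inhibitor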
PRMT1 inh: blocks human protein arginine methyltransferase 1; Q99873; recombinant PRMT1, activity-based probe fluorescence polarization; inhibition, % at 2.79 µM; 370,000 tested, 1.3% active; AID 652257;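 active means inhibition above about 21% made by adding two undisclosed values, limit read from the data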
DDE Tn7 FP inh: inhibitors of Tn7 peptide binding to human fibrin DD(E); P02675; FP displacement of FITC-Tn7 peptide from fibrin DD(E); 0% = median of compound wells per plate; inhibition, % at 8.3 µM; 370,000 tested, 0.13% active; AID 720508;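 active means inhibition above the mean of compounds falling within the control limits plus 3 SD of them, cut at about 14% in these data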;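 further: 0% = plate median of compound wells and 100% = 10 µM Aha-Tn7 peptide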
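Assay system: Fibrin-DD(E) protein isolated from polymerized human fibrin clots; read-out basis: percent inhibition; medium: Tris/NaCl/CaCl2 buffer, pH 7.8; signal: FP measurement; incubation: 10 min plus 3 h, room temperature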
TDP2 inh: TDP2 (human) inhibition, absorbance primary screen | recombinant TDP2, T5PNP hydrolysis, p-nitrophenol absorbance 415 nm | inhibition, % at 12.8 µM | 370,000 tested, 0.34% active | AID 720702;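 active means inhibition above the mean of all tested compounds plus 3 SD, set per campaign, cut at about 25% in these data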;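 further: 0% = DMSO with enzyme and 100% = buffer with substrate but no TDP2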
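System – recombinant human TDP2 · Quantity – TDP2 enzyme at 120 nM final · Doses – single concentration, 12.8 µM nominal, with 1% DMSO · Incubation – 2 h at 37 °C · Measured by – epi absorbance of p-nitrophenol freed from T5PNP by hydrolysis · Read-out – % inhibition relative to enzyme-containing and enzyme-free wells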
TCR-CD3 inh: blocks the human TCR-CD3 interaction. TAMRA-labeled TCR probe fluorescence, biochemical. inhibition, % at 9.4 µM. 360,000 tested, 0.37% active. AID 651800; in the data active means inhibition above about 19%;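 further: recombinant mutant TCR 2C K166C tagged with TAMRA read by polarization; 0% = receptor in buffer alone and 100% = receptor with positive control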
Tn6 DDE FP: DD(E)-Tn6 binding inhibition, primary FP screen; Fibrin DD(E) TRITC-Tn6 fluorescence polarization displacement; inhibition, % at 8.3 µM; 370,000 tested, 0.21% active; AID 720509;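 active means inhibition above a per-campaign cutoff: mean of compounds within control limits plus 3 SD, cut at about 15% in these data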;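 further: 0% = median of all compound wells on the plate and 100% = blocking peptide control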
proKLK7 act: activates the human kallikrein-7 zymogen; P49862; purified proKLK7, EDANS-DABCYL substrate fluorescence; 100% is mature enzyme control, 0% vehicle; activation, % at 7 µM; 370,000 tested, 0.9% active; AID 652039;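 active means activation above the mean of all tested compounds plus 3 SD, computed per campaign excluding outliers beyond control limits, cut at about 13% in these data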
Target sequence (P49862 whole entry, looked up): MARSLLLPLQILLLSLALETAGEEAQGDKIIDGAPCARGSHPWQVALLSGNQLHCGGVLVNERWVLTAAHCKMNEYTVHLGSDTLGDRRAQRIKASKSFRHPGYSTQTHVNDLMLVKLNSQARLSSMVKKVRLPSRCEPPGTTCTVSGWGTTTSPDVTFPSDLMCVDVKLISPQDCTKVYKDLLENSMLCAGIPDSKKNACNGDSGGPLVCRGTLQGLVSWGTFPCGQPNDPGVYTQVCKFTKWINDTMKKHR
SIAE inh: inhibitors of human sialic acid acetylesterase SIAE; SIAE FP-Rh probe binding, fluorescence polarization; inhibition, % at 9.66 µM; 370,000 tested, 0.69% active; AID 1053197;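 active means inhibition above a cutoff: mean of compounds within the control limits plus 3 SD of those, cut at about 17% in these data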;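 further: 0% = plate median of compound wells and 100% = probe without SIAE protein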
MBD2 DNA inh: MBD2-methylated oligo binding inhibition; Q9UBB5; TR-FRET, MBD2 binding to methylated oligonucleotide; inhibition, % at 4.4 µM; 370,000 tested, 0.31% active; AID 686964; in the data active means inhibition above about 13%
Target sequence (Q9UBB5 whole entry, looked up): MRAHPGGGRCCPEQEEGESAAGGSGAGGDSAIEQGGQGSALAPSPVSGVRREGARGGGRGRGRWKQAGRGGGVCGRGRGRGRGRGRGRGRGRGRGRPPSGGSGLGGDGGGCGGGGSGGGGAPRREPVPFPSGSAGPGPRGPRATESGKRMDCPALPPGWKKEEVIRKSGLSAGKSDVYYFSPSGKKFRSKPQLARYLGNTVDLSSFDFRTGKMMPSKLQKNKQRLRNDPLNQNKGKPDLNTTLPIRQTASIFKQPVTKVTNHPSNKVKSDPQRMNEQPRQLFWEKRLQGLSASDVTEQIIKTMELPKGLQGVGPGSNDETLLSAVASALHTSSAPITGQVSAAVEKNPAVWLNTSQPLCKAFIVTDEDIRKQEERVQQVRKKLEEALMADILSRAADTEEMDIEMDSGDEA
* marks the source's active call; other numbers are inactive results; · = not tested or not shown.

SMILES	LEDGF integ inh	UHRF1 binding	PRMT1 inh	DDE Tn7 FP inh	TDP2 inh	TCR-CD3 inh	Tn6 DDE FP	proKLK7 act	SIAE inh	MBD2 DNA inh
S=C(Nc1cc(Cl)ccc1Oc1ccccc1)N1CCN(c2ccccn2)CC1	1	0	1	-2	8	9	-3	1.1	6	1
O=C(NC1CCCCC1)C(c1ccco1)N(CCc1ccccc1)C(=O)C(F)(F)F (centres undefined)	-1	0	-2	0	-3	11	1	-0.4	-7	-4
C=CCNC(=O)NC(=O)COC(=O)CNS(=O)(=O)c1ccc(F)c(F)c1F	1	-1	-1	2	3	4	2	0.0	-8	-2
OCCN(CCO)c1nc(-c2ccccc2)nc2c1oc1ccccc12	2	0	0	-9	14	6	-2	-0.4	0	3
COC(=O)c1cc2c(c3c4cc(C#N)ccc4n(S(=O)(=O)c4ccc(C)cc4)c13)C(=O)N(C)C2	0	-4	-1	10	2	1	-2	-0.1	5	3
COc1ccccc1NC(=O)CCc1nnc2ccc(N3CCCCC3)nn12	2	-1	-2	-3	10	1	6	0.3	0	1
Cc1ccc2nc(C)cc(N/N=C/c3ccccc3O)c2c1	3	-4	-8	0	-3	4	-5	0.8	4	-1
CC(c1nnnn1C1CCCCC1)N(Cc1ccccc1)Cc1cccnc1 (centres undefined)	-2	4	-2	-9	-16	-11	1	-0.3	-5	4
Cc1sc2nc(CSC(C)C(=O)Nc3cc(S(C)(=O)=O)ccc3Cl)[nH]c(=O)c2c1C (centres undefined)	3	-1	7	7	-3	6	1	-1.2	-4	-3
CCCCC(=O)Nc1ccc(C(=O)Nc2nc(CC(=O)OCC)cs2)cc1	-1	1	-1	-6	1	-6	-1	0.1	-4	2
Cc1cc(OCC(=O)N2CCN(c3ccc(F)cc3)CC2)c2c(C)cc(=O)oc2c1	3	-2	-3	-4	14	4	5	0.7	-6	-4
CC1CCCN(C(=O)c2ccc(OC3CCN(CCc4ccccc4)CC3)cc2)C1 (centres undefined)	0	0	-3	0	1	3	6	-0.1	-3	-2
CSc1ccc(C(=O)C2CCCN(Cc3cccn3-c3cccnc3)C2)cc1 (centres undefined)	0	6	-2	-3	-14	0	9	0.3	-4	2
O=C(CC1CCCC1)N[C@H](C(=O)N1CCC[C@H]1C(=O)NCc1ccccc1)c1ccccc1	-3	0	6	-2	-7	5	-1	1.0	-6	-3
CCCCOC(=O)Nc1ccc(S(=O)(=O)Nc2onc(C)c2C)cc1	-3	21*	1	2	9	-3	-6	0.1	-6	-2
O=C1c2ccccc2C(Nc2ccc(F)c(Cl)c2)N1c1ccccn1 (centres undefined)	2	0	-3	3	-16	-7	4	0.1	3	1
CCN(CC(=O)Nc1ccc(Br)cc1F)CC(=O)NC1CCS(=O)(=O)C1 (centres undefined)	3	1	-4	4	-11	4	0	0.8	-4	-4
Cc1cc(Cl)ccc1C(=O)C1CCCN(C(=O)c2ccoc2)C1 (centres undefined)	-7	3	2	2	-5	-6	-1	-0.8	-1	4
Cn1cccc1Cc1nnc(SCC(=O)Nc2ccc3c(c2)OCCO3)n1-c1ccc(F)cc1	-2	0	8	-1	11	-2	-6	-0.4	20*	3
Cc1nnc(SCC(=O)Nc2cccc(S(N)(=O)=O)c2)n1-c1ccccc1	-7	3	7	6	-18	0	-3	0.2	0	8
CCOC(=O)C(CCC(=O)O)(CCC(C)C)c1csc(N)n1 (centres undefined)	-5	5	4	4	3	-6	-1	-0.5	0	2
O=C(COC(=O)C1CC1)Nc1ccc(Cl)cn1	-2	-1	9	2	1	-1	7	-0.2	1	2
O=c1c(-c2nc3ccccc3s2)cccn1Cc1ccc(Cl)cc1	3	-4	-3	-4	-2	0	3	-6.1	5	-3
O=C(NCCS(=O)(=O)N1CCCCC1)c1ccc2c(c1)OCO2	3	-1	-1	-4	6	8	8	1.1	-1	0
Cc1nc(N(C)C2CCCCC2)c2nnn(Cc3ccc(F)cc3)c2n1	-2	-2	-1	3	7	8	7	-0.1	-3	3
Cc1ccccc1C(=O)Nc1ccc2c(c1)OCCO2	-1	-1	-1	1	10	-4	-1	0.5	1	0
CC12C=CC(=O)C=C1CCC1C2C(=O)CC2(C)C1CCC2(O)C(=O)CO (centres undefined)	0	0	-1	1	-7	3	5	0.3	2	2
CN(C)c1ccc(/C=N\Nc2ccccn2)cc1	-1	-6	-2	1	3	7	1	-1.3	15	2
O=C(NNC(=O)C12CC3CC(CC(C3)C1)C2)c1ccncc1	2	3	0	1	-7	-7	-3	-0.8	3	-2
COC(=O)C1=C(C)N(Cc2ccc(Br)cc2)C(=S)NC1c1ccc(F)cc1 (centres undefined)	0	11	7	-3	-9	4	-4	-0.1	-11	2
C#CCSc1nnc(-c2cc3c(C(F)(F)F)nn(C)c3s2)n1C	1	-1	0	5	5	-1	0	0.3	-3	-1
CCOc1ccc(Cl)cc1S(=O)(=O)n1cnc2cc(C)c(C)cc21	0	-2	-2	-1	0	12	3	0.1	6	-3
CC(=O)Nc1ccccc1Oc1ccccc1	2	2	-1	3	1	2	4	0.2	-3	-5
C=CCN1CCS(=O)(=O)N(Cc2ccccc2)[C@@H](C(C)C)C1=O	6	0	-3	-3	2	3	-3	0.2	-4	-2
COc1ccc(/C=C2/CN(Cc3ccc(OC)cc3OC)C3=N[C@H](c4ccccc4)CC(=O)N32)cc1	0	0	3	4	-4	·	-4	-1.7	-4	-3
CN(C)CCCNCC(=O)c1c(-c2ccccc2)n(C)c2ccccc12	4	4	-3	-17	-5	1	0	0.7	3	1
O=Cc1cn(CCOc2ccccc2)c2ccccc12	5	-4	-4	-1	-10	-3	1	-0.1	1	-5
CCn1nnc(NC(=O)c2cccnc2Cl)n1	0	-2	0	-5	4	1	3	0.0	0	1
COc1ccc(OCC(=O)NNC(=O)Cn2c(=O)cnc3ccccc32)cc1	2	-1	-4	-11	15	3	9	-0.3	-2	-4
Cc1ccc(Nc2ncnc3nc[nH]c23)cc1Cl	-1	1	2	5	5	-6	-18	-0.7	-1	0
CC1CCCCN1CC(=O)Nc1ccc2c(c1)OC(F)(F)O2 (centres undefined)	4	5	2	10	6	0	-4	-0.1	-7	0
CCCN(CC(=O)Nc1cc(Cl)ccc1Cl)C(=O)c1ccc(N2CCCC2=O)cc1	2	1	-1	-6	-5	3	10	0.3	0	-4
Cc1cc(C)c(C#N)c(SCC(=O)Nc2ccc3c(c2)OCO3)n1	0	0	-4	-8	6	2	-4	1.6	5	-3
Cc1ccc(C(=O)NCc2ccccn2)cc1S(=O)(=O)N1CCCCC1	0	-1	-2	-1	4	-2	-10	-0.4	6	1
CC(O/N=C(\N)c1ccccc1)C(=O)Nc1cccc(C(F)(F)F)c1 (centres undefined)	3	8	-9	-10	-8	1	0	-0.5	-7	3
COc1ccc(C)cc1-n1nc2ccccc2n1	0	2	2	4	5	-7	1	-0.3	3	3
CCc1cccc(CC)c1NC(=S)Nc1cccc(Cl)c1Cl	3	1	-2	-5	-6	-1	4	0.9	-4	0
CCN(CC)S(=O)(=O)c1cccc(C(=O)NC(C(=O)Nc2nnc(C)s2)C(C)C)c1 (centres undefined)	5	1	0	-3	-4	-7	-11	0.5	3	2
COc1ccccc1NC(=O)c1ccc(NC(=O)CSc2ncccn2)cc1	0	0	2	2	-12	3	-2	0.0	-5	-3
C=CCNc1ncnc2c1ncn2[C@H]1CN(Cc2ccco2)C[C@@H](CO)O1	-1	-1	-1	0	3	5	6	0.2	0	1
Cc1cccc(-c2nnnn2-c2cccc(C)c2)c1	0	-1	-2	0	0	3	-1	-4.2	-10	-1
COc1ccc(Nc2nc(C)cc(=O)[nH]2)c(OC)c1	1	-1	1	-4	-7	-9	-1	0.2	-5	-2
COc1ccc(C(=O)CC2OC(=O)c3ccccc32)cc1OC (centres undefined)	9	4	3	-5	0	-2	-3	0.3	1	9

Two of these compounds, reformatted:
SMILES | LEDGF integ inh | UHRF1 binding | PRMT1 inh | DDE Tn7 FP inh | TDP2 inh | TCR-CD3 inh | Tn6 DDE FP | proKLK7 act | SIAE inh | MBD2 DNA inh
COc1ccccc1NC(=O)c1ccc(NC(=O)CSc2ncccn2)cc1 | 0 | 0 | 2 | 2 | -12 | 3 | -2 | 0.0 | -5 | -3
COc1ccc(C)cc1-n1nc2ccccc2n1 | 0 | 2 | 2 | 4 | 5 | -7 | 1 | -0.3 | 3 | 3

Results in Tn6 DDE FP (six entries from above):
smiles	Tn6 DDE FP
COC(=O)C1=C(C)N(Cc2ccc(Br)cc2)C(=S)NC1c1ccc(F)cc1 (centres undefined)	-4
C#CCSc1nnc(-c2cc3c(C(F)(F)F)nn(C)c3s2)n1C	0
CCOc1ccc(Cl)cc1S(=O)(=O)n1cnc2cc(C)c(C)cc21	3
CC(=O)Nc1ccccc1Oc1ccccc1	4
C=CCN1CCS(=O)(=O)N(Cc2ccccc2)[C@@H](C(C)C)C1=O	-3
COc1ccc(/C=C2/CN(Cc3ccc(OC)cc3OC)C3=N[C@H](c4ccccc4)CC(=O)N32)cc1	-4
